PHOSPHO1 block: blocks human PHOSPHO1 phosphatase activity | Q8TCT1 | recombinant PHOSPHO1, absorbance phosphatase assay | inhibition, % at 13.3 µM | actives 1.1% (n = 290,000); in the data active = inhibition above about 60%
M4 PAM: CHRM4 positive allosteric modulation; P08173; CHO-K1 hM4/Gqi5, Fluo-8 calcium fluorescence, ACh EC20; 0% = ACh EC20, 100% = maximal ACh; activation, % at 3 µM; actives 0.4% (n = 360,000); AID 624126;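 active = activation above its plate's cutoff, the mean activation of sample wells plus 3 SD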; note: some results filed as inactive read as strong as hits
p-CIP stab down: lowers stability of the mouse p/CIP coactivator protein. F442A p/CIP-EGFP cells, EGFP fluorescence, 16 h. actives 0.01% (n = 290,000). decrease of EGFP signal, % at 10 µM. Q05BA5. AID 1984;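 active = EGFP signal decrease of at least 30% at 10 µM or well 3 SD below plate mean, unless failing retest; inactive = the rest, including hits failing retest or dose response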; note: some compounds called inactive have numbers as strong as hits; many of its hits are not listed in these tables
IDE act: IDE (human) activation, cell-based; P14735; activation, % at 5.96 µM; actives 0.073% (n = 340,000); HEK cells, FAbeta-B cleavage, fluorescence polarization; 0% vehicle, 100% cell-free pure enzyme wells;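 active = activation above the mean of all tested compounds plus 3 SD, set per screening campaign, cut at about 17% in these data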
Target sequence (P14735 whole entry, looked up): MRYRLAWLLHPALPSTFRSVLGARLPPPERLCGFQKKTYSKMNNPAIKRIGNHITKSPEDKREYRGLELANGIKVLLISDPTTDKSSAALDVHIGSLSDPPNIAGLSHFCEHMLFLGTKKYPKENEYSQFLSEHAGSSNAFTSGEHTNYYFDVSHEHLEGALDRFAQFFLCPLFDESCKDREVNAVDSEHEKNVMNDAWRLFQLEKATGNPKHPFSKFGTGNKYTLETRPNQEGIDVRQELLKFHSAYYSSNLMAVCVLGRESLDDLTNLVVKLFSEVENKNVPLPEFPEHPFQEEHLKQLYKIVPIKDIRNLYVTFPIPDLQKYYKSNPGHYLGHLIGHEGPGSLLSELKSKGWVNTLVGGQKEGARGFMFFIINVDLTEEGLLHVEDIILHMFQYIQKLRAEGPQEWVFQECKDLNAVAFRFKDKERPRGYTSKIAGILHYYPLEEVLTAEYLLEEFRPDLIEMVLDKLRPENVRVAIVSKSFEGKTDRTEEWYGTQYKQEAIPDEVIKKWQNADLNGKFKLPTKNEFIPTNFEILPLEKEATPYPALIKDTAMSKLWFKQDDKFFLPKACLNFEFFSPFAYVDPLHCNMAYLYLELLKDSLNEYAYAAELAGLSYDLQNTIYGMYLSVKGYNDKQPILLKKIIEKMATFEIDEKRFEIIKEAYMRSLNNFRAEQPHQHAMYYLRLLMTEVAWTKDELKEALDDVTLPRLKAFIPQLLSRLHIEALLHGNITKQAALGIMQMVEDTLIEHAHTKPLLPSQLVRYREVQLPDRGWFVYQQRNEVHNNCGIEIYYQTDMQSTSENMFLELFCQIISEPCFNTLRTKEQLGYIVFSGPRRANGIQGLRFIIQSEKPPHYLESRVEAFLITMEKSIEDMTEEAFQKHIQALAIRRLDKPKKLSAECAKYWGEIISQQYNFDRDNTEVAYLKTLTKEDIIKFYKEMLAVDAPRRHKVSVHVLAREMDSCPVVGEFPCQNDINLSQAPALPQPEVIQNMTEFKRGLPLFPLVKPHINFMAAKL
GalR3 antag: antagonists of human GalR3; actives 0.44% (n = 360,000); inhibition, % at 3 µM; HEK293 GalR3-CNG cAMP membrane potential fluorescence; galR3 body fused to GalR1 C-terminus; AID 651719;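 active = inhibition above the screen-wide average plus 3 SD, cut at about 13% in these data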;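 note: forskolin and galanin both at EC90 stimulate the cells; cAMP rise reported by CNG channel membrane potential dye signal; 0% = forskolin plus galanin with DMSO and 100% = forskolin alone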
CRFBP-R2 agonist: CRF-BP/CRF-R2 complex agonism; activation, % at 13.2 µM; actives 0.46% (n = 350,000); HEK293 CRF-R2/CRF-BP, calcium dye fluorescence (FLIPR); percent of saturating CRF peptide response; AID 588473;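 active = activation of at least 50%, plus an integration ratio under a set limit after plate pattern correction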;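 note: plate controls were neutral control wells without compound for no effect and CRF at EC100 for full effect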
CRFBP-R2 block: antagonists of CRF-binding protein/CRF-R2 receptor complex; HEK293 CRF-R2/CRF-BP, CRF-induced calcium fluorescence; actives 0.59% (n = 350,000); inhibition, % at 11.8 µM; AID 588475;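 active = inhibition of the ligand-induced calcium signal above about 50% at the single tested concentration, limit read from the data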
IDE cell inh: cellular human IDE inhibition | HEK cells, FAbetaB cleavage, fluorescence polarization | inhibition, % at 5.59 µM | actives 0.41% (n = 320,000);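 active = percent inhibition above the average of all tested compounds plus 3 SD, set per screening campaign, cut at about 16% in these data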;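 note: IDE supplied by intact live HEK cells; FP after avidin binding of uncleaved biotin substrate so inhibition keeps polarization high; 0% = DMSO wells and 100% = 60 µM reference IDE inhibitor Ii1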
MEKK3 PB1 HTS: raises or lowers MEK5 binding to the human MEKK3 PB1 domain | Q99759 | bead-based flow cytometry, Alexa488-MEK5 binding to MEKK3; actives lie on both sides; 0 = blocked by unlabeled MEK5, 100 = vehicle | binding response (% of control), % at 10 µM | actives 1.4% (n = 290,000);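 active = binding response more than 3 SD above or below the average of its plate-row segment, actives on both sides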;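 note: Alexa488 bead fluorescence after subtracting the streptavidin-only scavenger bead signal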
Active calls of the source: *; x = not tested or not shown; [ ] = remark or other dose.

PHOSPHO1 block,M4 PAM,p-CIP stab down,IDE act,GalR3 antag,CRFBP-R2 agonist,CRFBP-R2 block,IDE cell inh,MEKK3 PB1 HTS,Molecule
x,-1,x,0,1,0.5,4,8,x,COc1ccc(S(=O)(=O)N2CCOCC2)cc1NC(=O)CCc1cc(OC)c(OC)c(OC)c1
-11,5,-3,-10,-3,0.5,3,2,102,Cc1cccc(-c2noc(CCCC(=O)N3CCOCC3)n2)c1
x,20*,x,7,-1,-0.2,-14,-6,x,Cc1ccc(S(=O)(=O)N(CC(=O)Nc2ccccc2)C(=O)N2CCN(C)CC2)cc1
29,0,17,-1,-2,-0.3,9,2,103,Cc1nn(C)cc1S(=O)(=O)N1CCN(c2ccccc2F)CC1
16,12,-14,-4,-2,-3.5,-3,6,95,O=C1NCCCC2c3c(cc(Br)c(O)c3Br)OC12N1CCCCC1 (centres undefined)
37,5,-7,4,-2,-0.7,8,0,106,Cc1ncc([N+](=O)[O-])n1CC(=O)Nc1ccccc1
30,0,-16,-1,-4,1.2,-4,9,97,C=CCn1c(N)cc(=O)nc1SCC(=O)N(c1ccccc1)c1ccccc1
x,-5,4,2,-4,-0.8,-12,2,105,CCc1nnc(NC(=O)CN2CCN(Cc3ccc(C)cc3)CC2)s1
-1,5,-7,5,-12,2.6,-22,4,100,CCN(CC)c1nc(C(N)=O)cc(-c2ccccc2)n1
11,1,-3,3,-2,0.3,6,-1,90,Cc1ccc(N2C(=O)/C(=C/c3cccnc3)SC2=S)cc1
11,-5,-7,5,-8,-0.1,5,0,100,O=C(CSc1nnc(-c2cccc(F)c2)o1)N1CCOCC1
-6,13,3,0,-5,1.8,10,6,106,COc1ccccc1CN1CCNC(=O)C1CC(=O)NCc1csc(C)n1 (centres undefined)
3,-4,2,4,-4,-1.2,2,5,99,COc1ccc(/C=N/Nc2nc(-c3ccc(Cl)cc3)cc(C(F)(F)F)n2)cc1OC
8,-16,2,0,-2,7.2,3,0,98,Cc1nc(-c2ccc(S(=O)(=O)Oc3ccc(Cl)cc3Cl)s2)cs1
9,-2,-8,1,2,-0.3,0,-5,106,CCOCCCNC(=O)C1CCC(CNS(=O)(=O)c2ccc(F)cc2)CC1 (centres undefined)
34,5,5,0,0,-0.5,-10,0,102,COc1ccc(-n2nnnc2SCC(=O)c2ccc(O)c(O)c2)cc1
x,4,x,1,-2,-0.2,9,1,x,COc1ccccc1C(CNC(=O)CNC(=O)c1ccccc1Cl)N1CCCC1 (centres undefined)
x,2,x,0,-11,8.4,3,1,x,CC(C)(C)[C@@H]1CCC(=O)N(CC[C@H](Sc2ccc(Br)cc2)c2ccccc2)CC1
-5,-2,-8,1,0,-0.4,12,0,110,COc1cccc(/C=N/NC(=O)CNC(=O)c2ccc(S(=O)(=O)N3CCOCC3)cc2)c1OC
38,2,-1,7,1,5.1,-15,8,96,Cc1cc(NC(=O)c2ccc(S(=O)(=O)Nc3ccccc3)cc2)no1
44,8,-8,-2,-3,-2.3,4,1,100,Cc1ccc(-c2nc3ncccc3o2)cc1NC(=O)c1cccs1
14,-1,8,2,-5,0.3,-22,-4,101,CCOC(=O)CNC(=O)CSc1ccc(-c2nc3ccccc3[nH]2)cn1
6,-4,-11,2,-6,-2.1,-25,3,102,O=C(N/N=C/c1ccc([N+](=O)[O-])cc1)c1c[nH]c2ccccc12
-28,-1,-10,1,-4,1.1,5,-2,95,O=c1nc(N(c2ccccc2)c2ccccc2)[nH]c(=O)[nH]1
36,4,2,1,-1,2.6,-11,2,99,COc1cc2ccccc2cc1C(=O)Nc1ccc(C)cc1
39,-7,-13,0,-4,-0.2,-3,x,107,COc1ccc2c(c1)oc(=O)c1c3ccccc3[nH]c21
22,-2,10,0,-11,-0.7,-5,8,110,COc1cccc(C2c3[nH]c4ccccc4c3C[C@H]3C(=O)N(CCCOC(C)C)CC(=O)N23)c1 (some centres undefined)
-13,1,-10,7,2,-0.3,-1,0,102,Cc1nn(-c2ccccc2)c2[nH]c(=O)c(CNCCN3CCOCC3)cc12
-7,4,-3,-4,-6,0.1,7,-7,102,O=c1c2cccnc2[nH]c(=S)n1CCCN1CCN(c2ccc(F)cc2)CC1
x,1,x,-3,-1,-1.1,-3,0,x,O=C(OC1CCOC1=O)C1CCN(S(=O)(=O)c2ccccc2)CC1 (centres undefined)
20,-7,-11,7,15*,-2.2,10,-3,81,O=S(=O)(Nc1nc2ccccc2nc1NCC1CCCO1)c1cc(Cl)ccc1Cl (centres undefined)
24,2,0,-1,3,0.6,6,-3,104,COc1ccc2c(c1OC)C(=O)N1C2SC[C@H]1C(=O)NC1CCCC1 (some centres undefined)
x,13,x,3,-3,-1.0,-10,-3,x,Cc1ccc(C)c(S(=O)(=O)N2CCN(C(=O)[C@@H](NC(=O)c3ccc(F)cc3)C(C)C)CC2)c1
-11,-4,13,7,-2,-2.7,1,0,103,Cc1cc(C)c[n+](C2=C([O-])c3ccccc3C(=O)/C2=N\S(=O)(=O)c2cccs2)c1
8,5,12,-3,-12,-1.6,-3,1,99,COc1cccc(CNCC2CCCO2)c1 (centres undefined)
11,-5,-14,0,-2,0.6,50*,10,114,c1ccc2c(c1)OCCOCCOCCOCCOc1ccccc1OCCOCCOCCO2
7,11,-1,-3,-3,-2.7,4,-4,2.0*[inhibitor],CC(C)CCNC(=O)/C=C/c1ccc(Br)cc1
43,0,-2,3,-2,1.5,1,-1,99,O=c1c2ccccc2nc(-c2ccc(Cl)cc2Cl)n1CCCn1ccnc1
-14,-5,6,9,-2,1.2,8,2,99,O=C(Cn1cnc2ccccc2c1=O)Nc1ccc2c(c1)OCCO2
29,-4,-8,5,-13,-1.0,-5,x,102,CCOc1ccc2[nH]cc(C(=O)NCc3ccc(F)cc3)c(=O)c2c1
40,11,-10,2,-4,-0.1,-11,-6,106,CCCS(=O)(=O)N1CCC(C(=O)NCCN(C)Cc2ccccc2)CC1
32,5,-4,0,-8,-2.0,19,0,99,COc1cc(/C=N/n2c(C)nc3ccccc3c2=O)ccc1O
31,2,-3,2,-9,3.3,-16,-2,100,CCOc1ccc(C(C)=O)cc1CN1C(=O)NC2(CCCCCC2)C1=O
31,4,-6,4,-9,-0.1,4,0,100,COc1ccc(CNC(=O)CN2CCC(NC(=O)c3ccccc3C)CC2)cc1
0,-4,-4,1,-2,1.8,-17,2,108,O=S(=O)(NCCOCC(F)(F)C(F)F)c1ccc2oc3ccccc3c2c1

14 of the compounds above, bar-delimited:
SMILES | PHOSPHO1 block | M4 PAM | p-CIP stab down | IDE act | GalR3 antag | CRFBP-R2 agonist | CRFBP-R2 block | IDE cell inh | MEKK3 PB1 HTS
O=c1c2cccnc2[nH]c(=S)n1CCCN1CCN(c2ccc(F)cc2)CC1 | -7 | 4 | -3 | -4 | -6 | 0.1 | 7 | -7 | 102
O=C(OC1CCOC1=O)C1CCN(S(=O)(=O)c2ccccc2)CC1 (centres undefined) | x | 1 | x | -3 | -1 | -1.1 | -3 | 0 | x
O=S(=O)(Nc1nc2ccccc2nc1NCC1CCCO1)c1cc(Cl)ccc1Cl (centres undefined) | 20 | -7 | -11 | 7 | 15* | -2.2 | 10 | -3 | 81
COc1ccc2c(c1OC)C(=O)N1C2SC[C@H]1C(=O)NC1CCCC1 (some centres undefined) | 24 | 2 | 0 | -1 | 3 | 0.6 | 6 | -3 | 104
Cc1ccc(C)c(S(=O)(=O)N2CCN(C(=O)[C@@H](NC(=O)c3ccc(F)cc3)C(C)C)CC2)c1 | x | 13 | x | 3 | -3 | -1.0 | -10 | -3 | x
Cc1cc(C)c[n+](C2=C([O-])c3ccccc3C(=O)/C2=N\S(=O)(=O)c2cccs2)c1 | -11 | -4 | 13 | 7 | -2 | -2.7 | 1 | 0 | 103
COc1cccc(CNCC2CCCO2)c1 (centres undefined) | 8 | 5 | 12 | -3 | -12 | -1.6 | -3 | 1 | 99
c1ccc2c(c1)OCCOCCOCCOCCOc1ccccc1OCCOCCOCCO2 | 11 | -5 | -14 | 0 | -2 | 0.6 | 50* | 10 | 114
CC(C)CCNC(=O)/C=C/c1ccc(Br)cc1 | 7 | 11 | -1 | -3 | -3 | -2.7 | 4 | -4 | 2.0*[inhibitor]
O=c1c2ccccc2nc(-c2ccc(Cl)cc2Cl)n1CCCn1ccnc1 | 43 | 0 | -2 | 3 | -2 | 1.5 | 1 | -1 | 99
O=C(Cn1cnc2ccccc2c1=O)Nc1ccc2c(c1)OCCO2 | -14 | -5 | 6 | 9 | -2 | 1.2 | 8 | 2 | 99
CCOc1ccc2[nH]cc(C(=O)NCc3ccc(F)cc3)c(=O)c2c1 | 29 | -4 | -8 | 5 | -13 | -1.0 | -5 | x | 102
CCCS(=O)(=O)N1CCC(C(=O)NCCN(C)Cc2ccccc2)CC1 | 40 | 11 | -10 | 2 | -4 | -0.1 | -11 | -6 | 106
COc1cc(/C=N/n2c(C)nc3ccccc3c2=O)ccc1O | 32 | 5 | -4 | 0 | -8 | -2.0 | 19 | 0 | 99

The listing picks up, starting 2 compounds before the break.
PHOSPHO1 block,M4 PAM,p-CIP stab down,IDE act,GalR3 antag,CRFBP-R2 agonist,CRFBP-R2 block,IDE cell inh,MEKK3 PB1 HTS,Molecule
31,4,-6,4,-9,-0.1,4,0,100,COc1ccc(CNC(=O)CN2CCC(NC(=O)c3ccccc3C)CC2)cc1
0,-4,-4,1,-2,1.8,-17,2,108,O=S(=O)(NCCOCC(F)(F)C(F)F)c1ccc2oc3ccccc3c2c1
32,-10,-14,-5,-16,-3.4,3,4,100,CC(C)(C)Nc1ncnc2sc(-c3ccccc3)cc12
-9,2,12,5,-2,-0.7,13,-6,94,CC#CCCc1nc2ccccc2c(=O)n1N
13,x,5,x,x,x,x,-7,118,COc1cc([C@@H]2c3cc4c(cc3[C@@H](O)[C@@H](CO)[C@@H]2CO)OCO4)cc(OC)c1O[Si](C)(C)C(C)(C)C
-6,28,-6,4,0,36,-35,3,103,N#Cc1cc2c(=O)n3ccccc3nc2n(Cc2ccco2)c1=NC(=O)c1ccco1
0,18,-18,9,-4,-0.4,3,4,93,CCC1CCCCN1C(=O)Nc1ccc(F)cc1 (centres undefined)
-5,4,-4,0,5,0.2,-4,-2,100,COc1ccccc1NC(=O)Cc1nnc(SCC(=O)Nc2ccccc2F)n1C
38,7,2,-4,-1,1.3,-6,6,102,Cc1ccccc1C(=O)N1CCN(c2nc(N3CCOCC3)nc(N3CCOCC3)n2)CC1
-21,0,-10,5,-4,-2.5,-30,1,99,Fc1ccc(OCc2nn3cnnc3s2)cc1
14,-6,2,9,0,-1.4,17,4,46*[inhibitor],COc1cc(/C=N/Nc2ccc(Cl)cc2)ccc1OC(=O)c1cccs1
34,-2,8,3,-8,-1.2,-1,-1,97,C/C(CC(=O)Nc1ccc([N+](=O)[O-])cc1)=N\NC(=O)c1ccccc1O
8,-7,-18,4,-4,-2.1,36,0,99,COc1ccc(CCNc2oc(-c3ccc(OC)c(OC)c3)nc2C#N)cc1
x,11,x,-1,-3,2.3,-9,-4,x,COc1ccc(N2CC(NS(=O)(=O)c3cccnc3)CC2=O)cc1OC (centres undefined)
10,5,-10,1,-5,-1.7,-2,x,102,CCOc1ccc2c(c1)c1nnc(SCC(=O)N3CCC(C)CC3)nc1n2C
x,10,x,0,-4,-2.1,1,10,x,Cc1ccc(OCCCC(=O)N(C)CC(=O)Nc2ccccc2Br)cc1
1,-5,-16,-3,-5,-2.3,-3,2,90,COc1ccc(S(=O)(=O)n2nc(C)cc2C)c(C)c1C

Compound activity deposited in PubChem by several laboratories.
